Screening data (PubChem)
HEK293 tox: cytotoxicity in counter-screen for GLP-1R inverse agonists; 410,000 compounds, 0.13% hits; Potency, µM (series often up to 38.3 µM), inactives show top-dose activity change, negative = inhibition, usual class: inhibitors; HEK293 cAMP-luciferase reporter cells, luminescence, 24 h; AID 624418;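 note: loss of luciferase light is scored as toxicity; potency is the fitted concentration of half-maximal effect; % is set by controls: 0 for no effect and ±100 for the full control effect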
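Compound-treated cells are incubated 24 hr at 37 deg C under 5% CO2 after a 12 hour attachment period, then luciferase detection reagent is added and luminescence is measured following 12 min at room temperature; lowered signal indicates toxicity.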
TDP-43 yeast inh: rescues yeast growth from TDP-43 toxicity | 410,000 compounds, 1.8% hits | TDP-43 expressing yeast growth rescue, BacTiter-Glo, 24 h | AID 652104 | Potency, µM (highest dose often 46.1 µM), for the others: at the top dose growth rescue (activation), most hits filed as activators; note: potency is the fitted concentration of half-maximal effect; % of control where 0% means no effect; nearly all actives have a fitted effect of over 50% in size
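Galactose-induced TDP-43 yeast, OD600=0.02, compound pinned; 24 hr, 30 deg C; BacTiter-Glo luminescence for growth. Inhibitors of TDP-43 toxicity read as activators.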
Abeta rescue: A-beta toxicity reversal in yeast. yeast expressing A-beta42, growth rescue, OD600, 48 h; response scale: 0% DMSO, 100% iron-clioquinol control. Potency, µM (top dose mostly 46.1 µM), for inactives: at the top dose growth rescue, actives largely listed as activators. 410,000 compounds, 0.063% hits. AID 1347071; note: potency is the fitted concentration of half-maximal effect; nearly all actives have a fitted effect of over 55% in size
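Growth rescue measured by 600 nm absorbance after 48 h yeast culture at 30 C with compound. Values normalized between DMSO and an equimolar ferric chloride plus clioquinol control.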
PTHR1 ag: PTHR1 (human) receptor agonism; AID 743266; Potency, µM (top dose mostly 115 µM), without a hit: at the highest dose activation, most hits filed as activators; HEK293 GP2 PTHR1 cells, GloSensor cAMP luminescence, 1 h; 410,000 compounds, 0.075% hits; note: potency is the fitted concentration of half-maximal effect; nearly all actives have a fitted effect of over 55% in size; some results filed as inactive show a strong effect at the top dose; inactives centre near -15; many of its hits are not listed in these tables
Target sequence (Q03431 whole entry, looked up): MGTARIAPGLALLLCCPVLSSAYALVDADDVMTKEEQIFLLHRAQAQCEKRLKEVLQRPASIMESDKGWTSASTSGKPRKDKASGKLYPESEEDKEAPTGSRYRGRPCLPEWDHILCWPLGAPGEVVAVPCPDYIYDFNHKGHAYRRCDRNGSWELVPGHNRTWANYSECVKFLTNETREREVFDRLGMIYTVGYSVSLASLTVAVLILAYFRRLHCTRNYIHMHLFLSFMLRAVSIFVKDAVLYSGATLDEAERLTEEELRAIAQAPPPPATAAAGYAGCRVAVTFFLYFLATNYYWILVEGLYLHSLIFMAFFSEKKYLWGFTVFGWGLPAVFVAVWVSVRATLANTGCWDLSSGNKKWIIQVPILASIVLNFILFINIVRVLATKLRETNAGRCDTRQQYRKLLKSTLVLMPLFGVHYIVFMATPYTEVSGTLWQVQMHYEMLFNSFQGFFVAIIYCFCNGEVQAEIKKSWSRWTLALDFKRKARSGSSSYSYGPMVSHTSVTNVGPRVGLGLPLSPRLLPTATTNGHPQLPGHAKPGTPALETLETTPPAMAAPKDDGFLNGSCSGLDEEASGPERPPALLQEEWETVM
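HEK-293-derived GP2 cells expressing PTHR1 and a GloSensor cAMP reporter, 3,000/well, plated overnight, given luciferin plus IBMX (each 0.5 mM as added) for 1 h at 37 °C, then compound for 1 h at 37 °C. Luminescence was read after 15 min at room temperature.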
FUS suppressor: suppressors of FUS proteinopathy in yeast. S. cerevisiae FUS-expressing, growth rescue, OD600, 24 h. Potency, µM (highest dose often 76.6 µM), for the others: top-dose growth rescue (activation), actives largely listed as activators. 390,000 compounds, 0.24% hits;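 note: potency is the fitted concentration of half-maximal effect; plate controls were DMSO vehicle for no effect and reference control for full effect; nearly all actives have a fitted effect of over 55% in size; some results filed as inactive show a strong effect at the top dose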
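Compound concentration series was pinned onto galactose-induced FUS-expressing yeast seeded at OD 0.005. Plates sat 24hr at 30C; absorbance at 600 nm gave growth. DMSO served as background control.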
pAkt inh: inhibitors of Akt phosphorylation; Neuro2A IGF-stimulated pAkt S473 HTRF, 20 min; hits give low values; activity change, % for hits at 50 µM; 360,000 compounds, 0.32% hits; in the data active = activity change below about -80%; inconclusive = mostly about -51% to -80%; note: % is set by controls: 0 for no effect and ±100 for the full control effect
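Neuro2A cells in DMEM with 0.5% FBS, overnight at 37 deg C, given compound at single 50 µM final, then IGF (6 nM final) for 20 min at 37 deg C. Lysed; phospho-Akt Ser473 by HTRF after 24 h, 665/615 ratio.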
GLP-1R inv ag: acts as inverse agonist at human GLP-1 receptor. Potency, µM (top dose mostly 38.3 µM), without a hit: top-dose activity change, negative = inhibition, usual class: inhibitors. P43220. AID 624417. 410,000 compounds, 1.6% hits. HEK293 GLP-1R CRE-luciferase, luminescence, 24 h; GLP-1R form is constitutively active; note: potency is the fitted concentration of half-maximal effect; % is set by controls: 0 for no effect and ±100 for the full control effect; nearly all actives have a fitted effect of over 55% in size
Target sequence (P43220 whole entry, looked up): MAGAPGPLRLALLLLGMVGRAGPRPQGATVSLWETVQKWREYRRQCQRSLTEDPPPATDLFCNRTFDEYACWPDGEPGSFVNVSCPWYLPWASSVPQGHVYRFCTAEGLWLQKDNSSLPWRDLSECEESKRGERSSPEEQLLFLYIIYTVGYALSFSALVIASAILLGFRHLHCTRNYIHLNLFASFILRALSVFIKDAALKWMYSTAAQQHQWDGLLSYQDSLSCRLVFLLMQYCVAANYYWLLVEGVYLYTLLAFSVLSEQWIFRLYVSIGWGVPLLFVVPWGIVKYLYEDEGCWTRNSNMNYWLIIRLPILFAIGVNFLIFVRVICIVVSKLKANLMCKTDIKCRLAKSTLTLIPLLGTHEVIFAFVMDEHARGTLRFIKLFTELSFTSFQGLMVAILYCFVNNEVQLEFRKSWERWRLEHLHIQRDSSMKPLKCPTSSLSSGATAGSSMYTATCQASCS
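Constitutively active GLP-1R drives a cAMP-responsive luciferase in stably transfected HEK293 cells; test compounds are added after overnight (12 h) attachment and left 24 hr, and signal loss in luminescence marks inhibition.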
Mm-Cpn inhibitor: inhibitors of Methanococcus maripaludis chaperonin (MmCpn) | purified Mm-Cpn ATPase, ADP Transcreener TR-FRET | Potency, µM (doses to about 76.9 µM), for inactives: at the top dose activity, negative = inhibition, hits mostly inhibitors | 330,000 compounds, 0.031% hits; note: potency is the fitted concentration of half-maximal effect; % is set by controls: 0 for no effect and ±100 for the full control effect; nearly all actives have a fitted effect of over 80% in size
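Measured: ADP formation by purified Mm-CPN. Conditions: 25 nM protein, 10 uM ATP, Tris pH 7.4 with Mg2+, K+ and DTT, 37°C for 30 min. Detection: Transcreener HTRF after 30 min at room temperature.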
aSyn rescue: inhibitors of alpha-synuclein toxicity in yeast; Yeast expressing alpha-synuclein, growth rescue, BacTiter-Glo, 24 h; Potency, µM (series often up to 46.1 µM), inactives show top-dose growth rescue (activation), actives largely listed as activators; 370,000 compounds, 0.14% hits; AID 652106; note: potency is the fitted concentration of half-maximal effect; % of control where 0% means no effect; nearly all actives have a fitted effect of over 65% in size
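Readout is rescue of growth in alpha-synuclein-expressing yeast, so inhibitors of toxicity appear as activators. Growth after 24 hr at 30 deg C in galactose medium is quantified by luminescence.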
Active calls of the source: *; [ ] = another dose, or the depositor's remark. Unless noted, calls come from the whole dose curve; as a rule, active = well fitted curve in the direction sought with a large enough effect; inconclusive = small, poorly fitted or top-dose-only effect, or another doubt; inactive = no such curve, though single readings can be large; an effect the other way counts as inactive or inconclusive. Not all compounds are listed; rates above refer to the full screens.

O=C(CSc1nnc(COc2ccc(Cl)cc2)o1)NC1CC2CCC1C2 (configuration not stated) was read as HEK293 tox -8%, TDP-43 yeast inh 7%, Abeta rescue -3%, PTHR1 ag -81%, FUS suppressor 10%, pAkt inh inactive, GLP-1R inv ag inconclusive, Mm-Cpn inhibitor -3% and aSyn rescue 7%.
`CC(C)(C)OC(=O)N/N=C\c1cccnc1` gave HEK293 tox 6%, TDP-43 yeast inh -17%, Abeta rescue -19%, PTHR1 ag -54%[inhibitor], FUS suppressor 5%, pAkt inh inactive, GLP-1R inv ag -6%, Mm-Cpn inhibitor 1% and aSyn rescue -2%.
O=C(Oc1ccccc1)c1cc2ccccc2o1 was read as HEK293 tox 5%, TDP-43 yeast inh 6%, Abeta rescue -18%, PTHR1 ag inactive, FUS suppressor 0%, pAkt inh inactive, GLP-1R inv ag 3%, Mm-Cpn inhibitor -1% and aSyn rescue -12%.
For Cc1cc(C)c2[nH]c(=O)c(CN(CC3CCCO3)C(=O)C3CCCO3)cc2c1 (configuration not stated) the results were HEK293 tox 26%, TDP-43 yeast inh -3%, Abeta rescue -1%, PTHR1 ag -8%[57.5 µM], FUS suppressor -14%, GLP-1R inv ag 0%, Mm-Cpn inhibitor 0% and aSyn rescue 1%.
Screening C=CC[C@@H](CC(=O)NCCO)C(=O)NC[C@H](OC(=O)[C@@H](CC=C)CC(=O)OC(C)(C)C)c1ccccc1 returned HEK293 tox 6%, TDP-43 yeast inh 20%, Abeta rescue -1%, PTHR1 ag inactive, FUS suppressor inconclusive, pAkt inh inactive, GLP-1R inv ag -10%, Mm-Cpn inhibitor 0% and aSyn rescue -1%.
`Cc1ccc(C(C)C)c(OCc2nnc3n2CCCCC3)c1` gave HEK293 tox -17%, TDP-43 yeast inh 12%, Abeta rescue 24%, PTHR1 ag -6%[57.5 µM], FUS suppressor 37%, pAkt inh inactive, GLP-1R inv ag inconclusive, Mm-Cpn inhibitor -1% and aSyn rescue 25%.
CCOC(=O)c1noc2ncnc(Nc3cccc(C(F)(F)F)c3)c12 was read as HEK293 tox -1%, TDP-43 yeast inh 0%, Abeta rescue -7%, PTHR1 ag inactive, FUS suppressor -13% and GLP-1R inv ag 6%.
COc1cc(/C=C/c2nc3ccccc3s2)cc(OC)c1O was read as HEK293 tox 23%, TDP-43 yeast inh 25%[9.22 µM], Abeta rescue -11%, PTHR1 ag -2%, FUS suppressor 21%, pAkt inh inactive, GLP-1R inv ag 40%[activator], Mm-Cpn inhibitor -1% and aSyn rescue -4%.
CN1C(=O)c2cccc(NC(=O)CCc3ccccc3)c2C1=O was read as HEK293 tox 6%, TDP-43 yeast inh inconclusive, Abeta rescue -7%, PTHR1 ag -27%, FUS suppressor 18%, pAkt inh inactive, GLP-1R inv ag 1%, Mm-Cpn inhibitor -5% and aSyn rescue 6%.
For COc1ccc(NC(=O)N2CCCC(C(=O)Nc3ccccc3OC)C2)cc1 (configuration not stated) the results were HEK293 tox -4%, TDP-43 yeast inh -18%, Abeta rescue -4%, PTHR1 ag inactive, FUS suppressor -11%, pAkt inh inactive, GLP-1R inv ag -33%, Mm-Cpn inhibitor 0% and aSyn rescue 7%.
Screening O=C(CSc1nnc(CNC(=O)c2c(F)cccc2F)o1)c1ccccc1 returned HEK293 tox 6%, TDP-43 yeast inh 0%, Abeta rescue 10%, PTHR1 ag -20%, pAkt inh inactive, GLP-1R inv ag 10%, Mm-Cpn inhibitor 1% and aSyn rescue 2%.
Screening Cc1cccc(OCCCn2c(=O)oc3ccc(C)cc32)c1 returned HEK293 tox -1%[0.307 µM], TDP-43 yeast inh inconclusive, Abeta rescue 12%, PTHR1 ag -7%, FUS suppressor 21%, pAkt inh inactive, GLP-1R inv ag -7%[0.307 µM], Mm-Cpn inhibitor -1% and aSyn rescue 6%.
`CC1=CC(C)(C)N2C(=O)C(=O)c3cc(OC(=O)c4ccco4)cc1c32` gave HEK293 tox inconclusive, TDP-43 yeast inh -56%[inhibitor], Abeta rescue -94%[inhibitor], PTHR1 ag inactive, FUS suppressor inconclusive, pAkt inh inactive, GLP-1R inv ag inconclusive, Mm-Cpn inhibitor 0% and aSyn rescue 16%.
Screening C/C(=N\NC(=O)C1(C)CC1(Br)Br)c1ccc(NC(=O)c2ccc(C)o2)cc1 (configuration not stated) returned HEK293 tox 4%[1.53 µM], TDP-43 yeast inh 18%, Abeta rescue 1%, PTHR1 ag -34%, FUS suppressor 22%, pAkt inh inactive, GLP-1R inv ag inconclusive, Mm-Cpn inhibitor 0% and aSyn rescue -5%.
Screening Cc1c(CCC(=O)N[C@@H](CCCNC(N)=O)C(=O)O)c(=O)oc2cc3oc4c(c3cc12)CCCC4 returned HEK293 tox 3%, TDP-43 yeast inh 6%, Abeta rescue -3%, PTHR1 ag inactive, FUS suppressor -8%, pAkt inh inactive, GLP-1R inv ag 15%, Mm-Cpn inhibitor -5% and aSyn rescue 12%.
Screening CN(CC(=O)Nc1ccc(F)cc1)C(=O)c1cc(-c2ccco2)nc2ccccc12 returned HEK293 tox -2%, TDP-43 yeast inh -22%, Abeta rescue 12%, PTHR1 ag -5%, FUS suppressor 15%, pAkt inh inactive, GLP-1R inv ag inconclusive, Mm-Cpn inhibitor -1% and aSyn rescue -1%.
For Cc1nnsc1-c1nnc(SCC(=O)c2ccccc2)n1C1CC1 the results were HEK293 tox 0%, TDP-43 yeast inh 3%, Abeta rescue 0%, PTHR1 ag -13%, FUS suppressor -14%, pAkt inh inactive, GLP-1R inv ag 0%, Mm-Cpn inhibitor -1% and aSyn rescue 1%.
For Cn1c(=O)n(CC(N)=O)c(=O)c2c1nc1n2CCCN1Cc1ccccc1 the results were HEK293 tox -12%, TDP-43 yeast inh -15%, Abeta rescue -7%, PTHR1 ag inactive, FUS suppressor 18%, pAkt inh inactive, GLP-1R inv ag -4%, Mm-Cpn inhibitor 0% and aSyn rescue 0%.
`COc1ccc(C(=O)NNC(=O)C2CCN(S(=O)(=O)c3ccc(C)cc3)CC2)cc1` gave HEK293 tox -3%, TDP-43 yeast inh -12%[9.22 µM], Abeta rescue -1%, PTHR1 ag -8%, FUS suppressor 8%, pAkt inh inactive, GLP-1R inv ag -1%, Mm-Cpn inhibitor 2% and aSyn rescue -2%.
`CCOC(=O)C1(CCCc2ccccc2)CCN(C(=O)CCC2=NNC(=O)CC2)CC1` gave HEK293 tox 3%, TDP-43 yeast inh 9%, Abeta rescue 8%, PTHR1 ag -16%, FUS suppressor 23%, pAkt inh inactive, GLP-1R inv ag 11%, Mm-Cpn inhibitor -3% and aSyn rescue 0%.
`O=CN1CCN(c2ncnc3c2nnn3Cc2c(F)cccc2Cl)CC1` gave HEK293 tox -1%, TDP-43 yeast inh -2%, Abeta rescue -13%, PTHR1 ag -12%, FUS suppressor -11%, pAkt inh inactive, GLP-1R inv ag 108%[activator], Mm-Cpn inhibitor 0% and aSyn rescue 2%.
Screening COc1ccccc1C1CC(=O)N(c2cccc(C(F)(F)F)c2)C2=C1C(=O)OC2 (configuration not stated) returned HEK293 tox -2%, TDP-43 yeast inh -13%, Abeta rescue -4%, PTHR1 ag -54%[inhibitor], FUS suppressor 26% and GLP-1R inv ag 6%.
For C[C@@H](NC(=O)[C@@H]1CCCN1C(=O)OC(C)(C)C)c1ccccc1 the results were HEK293 tox -8%, TDP-43 yeast inh 17%, Abeta rescue -7%, PTHR1 ag -14%, FUS suppressor -12%, pAkt inh inactive, GLP-1R inv ag 23% and aSyn rescue -5%.
For O=C(NC(=S)N1CCN(C/C=C/c2ccccc2)CC1)c1c(F)cccc1F the results were HEK293 tox inconclusive, TDP-43 yeast inh 3%, Abeta rescue 0%, PTHR1 ag -15%, FUS suppressor 13%, pAkt inh inactive, GLP-1R inv ag -17%, Mm-Cpn inhibitor 3% and aSyn rescue 2%.
For Cc1ccc(S(=O)(=O)NCc2ccc(C(=O)N(C)CCC#N)cc2)cc1 the results were HEK293 tox -7%, TDP-43 yeast inh 0%, Abeta rescue 13%, PTHR1 ag 1%[57.5 µM], FUS suppressor 14%, pAkt inh inactive, GLP-1R inv ag 8%, Mm-Cpn inhibitor 3% and aSyn rescue 1%.
`CC(C)(C)n1c(=O)[nH]c2c(c1=O)CCC2` gave HEK293 tox -19%, TDP-43 yeast inh 5%, Abeta rescue -6%, PTHR1 ag inactive, FUS suppressor -45%, pAkt inh -114%*, GLP-1R inv ag 0%, Mm-Cpn inhibitor 1% and aSyn rescue -15%.
For Nc1nonc1OCCN1CCN(c2ccc([N+](=O)[O-])c3cccnc23)CC1 the results were HEK293 tox inconclusive, TDP-43 yeast inh -8%[1.82 µM], Abeta rescue -16%, PTHR1 ag -75%[inhibitor], FUS suppressor 4%, pAkt inh inactive, GLP-1R inv ag 1%, Mm-Cpn inhibitor 0% and aSyn rescue 14%.
Screening COc1ccccc1CNC(=O)[C@H](C)NC(=O)C1CCN(C(=O)[C@@H](N)CCSC)CC1 returned HEK293 tox -19%, TDP-43 yeast inh -16%, Abeta rescue -21%, PTHR1 ag -21%, FUS suppressor -13%, pAkt inh inactive, GLP-1R inv ag 7%, Mm-Cpn inhibitor 0% and aSyn rescue 2%.
CCOC(=O)C1=C(CNC2CCCCC2)NC(=O)NC1c1cc(C)ccc1C (configuration not stated) was read as HEK293 tox 6%, TDP-43 yeast inh 14%, Abeta rescue 10%, PTHR1 ag -7%, FUS suppressor 4%, pAkt inh inactive, GLP-1R inv ag inconclusive, Mm-Cpn inhibitor -1% and aSyn rescue 1%.
